ssDAF12 agonist – S. stercoralis DAF-12 nuclear receptor activators, primary screen, cell-based, luminescence, HEK293, GRIP1 co-expression, lit1-tk-luc | Nuclear hormone receptor DAF-12 (Strongyloides stercoralis) | HEK293 ssDAF-12/GRIP1 lit1-tk-luc reporter; % of 3 µM dafachronic acid response | activation, % at 6.8 µM | 1% of 370,000 active | AID 652126, 2013;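 active = activation above the mean over all tested compounds plus 3 SD, cut at about 0.9% in these data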;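 also: 0% = DMSO-only wells and 100% = 3 µM delta7-dafachronic acid wells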
DAX1 inh-1 – DAX1 (NR0B1) inhibitors on StAR promoter, primary screen, cell-based, luminescence, SF-1 (NR5A1), full-length DAX-1. HEK293T StAR-luciferase reporter, SF-1/DAX-1 repression relief. inhibition, % at 6.8 µM. 1.1% of 370,000 active. AID 652010, 2013;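 active = inhibition above the mean over all tested compounds plus 3 SD, cut at about 3.6% in these data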;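 also: 0% = DAX-1 cells with DMSO and 100% = cells lacking DAX-1 with DMSO; higher inhibition means more luminescence from relief of DAX-1 repression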
ADAM17 inh – ADAM17 inhibitors, primary screen, biochemical, QFRET | Disintegrin and metalloproteinase domain-containing protein 17 (Homo sapiens), P78536 | recombinant ADAM17, EDANS/DABCYL FRET peptide cleavage | inhibition, % at 6.95 µM | 0.83% of 370,000 active | AID 720648, 2013;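 active = inhibition above the mean of compounds lying between control limits plus 3 SD, set per campaign, cut at about 8.5% in these data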;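 also: 0% = DMSO-only wells as the low control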
DAX1 inh-2 – DAX1 (NR0B1) inhibitors, primary screen, cell-based, HEK293, Gal4-DAX1, luciferase luminescence. Nuclear receptor subfamily 0 group B member 1 (Homo sapiens), P51843. HEK293 Gal4-DAX1 luciferase reporter. inhibition, % at 6.75 µM. 0.99% of 340,000 active. AID 504766, 2011;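 active = inhibition above the mean over all tested compounds plus 3 SD, cut at about 4.2% in these data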;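 also: 0% = DAX1-transfected cells with DMSO and 100% = empty-vector control cells with DMSO; inhibition shows as a rise in luminescence from relieved DAX1 repression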
Target sequence (P51843 207-470 limits assumed): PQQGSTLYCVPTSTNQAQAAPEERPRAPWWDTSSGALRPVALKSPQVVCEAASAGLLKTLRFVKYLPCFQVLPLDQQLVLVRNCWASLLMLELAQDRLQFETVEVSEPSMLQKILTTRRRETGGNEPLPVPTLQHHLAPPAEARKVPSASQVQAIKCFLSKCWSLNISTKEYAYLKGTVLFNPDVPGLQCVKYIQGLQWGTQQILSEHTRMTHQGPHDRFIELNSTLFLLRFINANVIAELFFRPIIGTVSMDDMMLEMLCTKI
PLC-beta3 inh – human PLC-beta3 inhibitors, primary screen, biochemical, fluorescence; 0.18% of 370,000 active; AID 720704, 2013; Purified PLC-beta3, fluorogenic substrate; inhibition, % at 12.2 µM; in the data active = inhibition above about 11%;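 also: 0% = median of compound wells on plate and 100% = full blocker control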
hgDAF12 agonist – H. glycines DAF-12 receptor agonists, primary screen, cell-based, luminescence, HEK293, GAL4 fusion, UAS-luciferase | Nuclear hormone receptor DAF-12 (Heterodera glycines), GAL4 fusion | HEK293 GAL4-hgDAF12 UAS-luciferase reporter, agonist luminescence; normalized to butyrate control | activation, % at 6.8 µM | 1.8% of 370,000 active | AID 687014, 2013;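 active = activation above a cutoff set at the mean of all screened compounds plus 3 SD, cut at about 10% in these data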;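 also: 0% = DMSO wells and 100% = sodium butyrate wells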
ADAM10 inh – human ADAM10 inhibitors, primary screen, biochemical, QFRET, HTS; recombinant ADAM10, EDANS/DABCYL FRET peptide cleavage, 3 h; 0.62% of 370,000 active; inhibition, % at 7 µM; Disintegrin and metalloproteinase domain-containing protein 10 (Homo sapiens), O14672;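 active = inhibition above a per-campaign cutoff equal to the mean of compounds falling between control-based bounds plus 3 SD, cut at about 20% in these data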;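 also: 0% = DMSO wells while the 100% control is not disclosed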
Target sequence (O14672 214-748 limits assumed): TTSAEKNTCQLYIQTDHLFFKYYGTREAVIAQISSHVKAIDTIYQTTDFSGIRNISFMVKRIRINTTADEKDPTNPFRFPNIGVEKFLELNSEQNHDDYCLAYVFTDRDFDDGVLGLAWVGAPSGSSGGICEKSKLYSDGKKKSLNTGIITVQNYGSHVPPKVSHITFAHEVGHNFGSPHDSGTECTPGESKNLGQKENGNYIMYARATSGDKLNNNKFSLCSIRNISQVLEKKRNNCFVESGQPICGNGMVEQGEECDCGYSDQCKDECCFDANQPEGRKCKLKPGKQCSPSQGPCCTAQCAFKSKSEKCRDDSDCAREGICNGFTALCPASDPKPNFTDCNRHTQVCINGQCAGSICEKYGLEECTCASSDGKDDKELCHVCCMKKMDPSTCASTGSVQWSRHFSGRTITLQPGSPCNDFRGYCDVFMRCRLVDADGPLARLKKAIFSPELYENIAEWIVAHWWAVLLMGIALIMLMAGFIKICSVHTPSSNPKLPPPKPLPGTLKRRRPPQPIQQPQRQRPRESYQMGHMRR
PLC-gamma1 inh – PLC-gamma1 enzyme inhibitors, primary screen, biochemical, fluorescence, purified enzyme; inhibition, % at 12.2 µM; AID 720700, 2013; fluorogenic substrate; 0.84% of 370,000 active; in the data active = inhibition above about 9.5%
hcDAF12 agonist – H. contortus DAF-12 nuclear receptor activators, primary screen, cell-based, luminescence, HEK293, lit1-tk-luc reporter; 1.4% of 370,000 active; HEK293 hcDAF-12 lit1-tk-luc reporter; 0% DMSO, 100% Δ7-dafachronic acid; activation, % at 6.8 µM;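 active = activation above the mean of all tested compounds plus 3 SD, cut at about 5.5% in these data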;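 also: 100% = response to 3 µM Δ7-dafachronic acid high control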
FXN GAA850 act – FXN promoter activators, primary screen, cell-based, luciferase luminescence, HEK293 lucGAA850; HEK293 lucGAA850 FXN promoter luciferase reporter, 24 h; percent of 10 µM SAHA response; activation, % at 6 µM; 0.56% of 360,000 active; AID 540364, 2011;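 active = activation above the average of all compounds screened plus 3 SD, cutoff fixed separately per campaign, cut at about 7.5% in these data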;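 also: 0% = DMSO wells and 100% = 10 µM SAHA wells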
sPLA2-III inh – human group III sPLA2 inhibitors, primary screen, biochemical, QFRET, BODIPY PC-A2 liposome substrate; inhibition, % at 12.2 µM; Group 3 secretory phospholipase A2 (Homo sapiens), Q9NZ20; QFRET BODIPY PC-A2 liposome hydrolysis, fluorescence; 0.56% of 370,000 active;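 active = inhibition above mean plus 3 SD of compounds lying within the high and low control bounds, cut at about 19% in these data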;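 also: 0% = median of test compound wells and 100% = no enzyme DMSO wells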
Starred values were filed as active, the others as inactive; i = inactive; . = no result given.

Every second line gives: ssDAF12 agonist, DAX1 inh-1, ADAM17 inh, DAX1 inh-2, PLC-beta3 inh, hgDAF12 agonist, ADAM10 inh, PLC-gamma1 inh, hcDAF12 agonist, FXN GAA850 act, sPLA2-III inh
C[C@@H]1N[C@H]2N(C1=O)c1ccccc1[C@@]21C[C@@H]2C(=O)N[C@](C)(O1)c1nc3ccccc3c(=O)n12
  -1.1, -1.3, -3, ., 3, -2.7, -5, -1, -2.9, ., 5
COc1ccc(-c2nc(Cn3c(SCc4ccc(F)cc4)nc4ccncc43)c(C)o2)cc1OC
  -0.3, 0.3, -1, 0.0, -4, 0.1, -8, -1, -1.6, -1.5, -11
CCOC(=O)N1CC=C2C(C#N)=C(N)C(C#N)(C#N)[C@H](c3ccc(OC(C)C)c(OCC)c3)[C@H]2C1
  -1.5, 0.0, -4, -0.6, -41, -2.7, -22, -30, -2.7, 0.4, -21
S=C1SCN(Cc2cccs2)CN1Cc1cccs1
  -0.8, -0.1, -4, 0.6, -6, 1.6, -3, 0, -0.2, -3.2, 8
COc1cccc(OC)c1C(=O)N=c1sc2cc(S(C)(=O)=O)ccc2n1C
  -1.9, 0.0, -4, 0.1, -21, -0.3, -9, -20, 0.0, 3.3, 3
O=S(=O)(N=C(NS(=O)(=O)c1ccc(Cl)cc1)c1ccccc1)c1ccc(Cl)cc1
  -1.1, -0.8, -2, -0.3, -5, 0.8, 0, -6, -0.6, -0.6, -48
COc1ccc(NC(=O)CSc2nc(N)c3cc4c(nc3n2)CCCC4)cc1
  -1.4, -0.6, -2, -0.6, -4, 18*, -12, -4, -0.6, 5.6, -7
O=C(COc1ccccc1)N1CCN(S(=O)(=O)Cc2ccccc2)CC1
  -1.2, -0.6, -3, -0.3, 0, -0.6, -1, 0, 1.4, 0.2, 5
O=C(NCCc1ccccc1Cl)C1CCC(=O)N(C2CCCCCC2)C1 (centres undefined)
  -1.6, -0.4, 0, 1.2, -5, 0.2, -5, 1, -1.0, -0.1, 0
CC1(c2ccncc2)Nc2ccccc2-c2nc3ccccc3n21 (centres undefined)
  -0.8, 0.6, i, 1.3, i, 12*, i, i, 2.1, 4.9, -2
O=C(O)COc1nsnc1N1CCOCC1
  -1.0, -0.3, 0, 0.1, 4, -2.2, -2, 0, 0.0, 1.1, -6
COc1ccc(C2=NOC(CN3C(=O)c4ccccc4S3(=O)=O)C2)cc1 (centres undefined)
  0.5, 1.6, -2, 1.0, -1, 12*, -3, -1, 3.5, 3.6, 2
Cc1ccc(CN2C(=O)c3ccccc3C2C(=O)NCc2cccnc2)cc1 (centres undefined)
  -0.9, -1.4, -7, -0.4, -6, 0.0, -13, 2, -1.2, 3.1, 7
CCOC(=O)C1CCN(C(=O)c2c(-c3c(F)cccc3Cl)noc2C)CC1
  -0.9, -0.6, -6, -0.1, 3, -0.8, -4, 10*, -0.6, -2.8, 2
O=C1CC(C(=O)NC2CCCCC2)C(c2ccccc2)O1 (centres undefined)
  -1.9, -0.1, 0, 0.9, 1, -1.6, 2, 2, -2.4, -2.6, -2
CC(C)CCNC(=O)COc1cccc2c1OC(C)(C)C2
  -1.7, -0.5, -3, -0.1, -3, 1.0, -5, -2, -1.7, -2.4, -6
COc1ccccc1S(=O)(=O)Cc1ccc(C(=O)NC2CCCCCC2)o1
  -0.5, 0.0, -1, -0.3, -3, -1.3, -5, 2, -1.8, -0.3, 7
COc1cc2c(cc1OC)C(Nn1cnnc1)=NC1(CCCC1)C2
  -1.7, 0.1, -4, 3.9, 1, -0.6, 5, 1, 0.7, 0.0, 3
CCOc1ccc(Cl)cc1S(=O)(=O)n1cnc2cc(C)c(C)cc21
  -1.4, 0.5, 2, -0.2, 0, 0.9, -1, 2, 0.1, -0.7, 5
COC(=O)Cn1c(O)c(N=NC(=O)OC)c2ccccc21
  -0.9, 0.1, -6, -1.4, -5, -0.4, -1, 1, -0.7, 0.4, 0

Random excerpt: four compounds from above.
Every second line gives: ssDAF12 agonist, DAX1 inh-1, ADAM17 inh, DAX1 inh-2, PLC-beta3 inh, hgDAF12 agonist, ADAM10 inh, PLC-gamma1 inh, hcDAF12 agonist, FXN GAA850 act, sPLA2-III inh
COc1ccc(-c2nc(Cn3c(SCc4ccc(F)cc4)nc4ccncc43)c(C)o2)cc1OC
  -0.3, 0.3, -1, 0.0, -4, 0.1, -8, -1, -1.6, -1.5, -11
CCOC(=O)C1CCN(C(=O)c2c(-c3c(F)cccc3Cl)noc2C)CC1
  -0.9, -0.6, -6, -0.1, 3, -0.8, -4, 10*, -0.6, -2.8, 2
COc1ccccc1S(=O)(=O)Cc1ccc(C(=O)NC2CCCCCC2)o1
  -0.5, 0.0, -1, -0.3, -3, -1.3, -5, 2, -1.8, -0.3, 7
O=C(COc1ccccc1)N1CCN(S(=O)(=O)Cc2ccccc2)CC1
  -1.2, -0.6, -3, -0.3, 0, -0.6, -1, 0, 1.4, 0.2, 5

New compounds follow.
Every second line gives: ssDAF12 agonist, DAX1 inh-1, ADAM17 inh, DAX1 inh-2, PLC-beta3 inh, hgDAF12 agonist, ADAM10 inh, PLC-gamma1 inh, hcDAF12 agonist, FXN GAA850 act, sPLA2-III inh
O=C(CSc1nc2ccccc2c(=O)n1-c1ccccc1)N/N=C/C=C/c1ccccc1[N+](=O)[O-]
  -1.4, 0.6, 1, -0.5, 2, 1.8, -4, -2, 0.6, 1.8, -8
COCCNc1cnn(-c2ccccc2)c(=O)c1Cl
  -1.5, 0.0, 1, 4.9*, -5, 1.5, -6, -2, 2.1, -0.1, 10
O=S(=O)(CC(CN1CCCCC1)N1CCCCC1)c1ccc2ccccc2c1 (centres undefined)
  -1.2, -1.7, 0, -4.8, -3, -1.8, 7, -1, -1.8, -6.9, 3
Cc1c(C(=O)O)nn(-c2ccccc2)c(=O)c1C#N
  -1.4, -0.8, -7, 1.9, -62, -0.9, -42, -49, 1.1, -1.4, 6
CSCC[C@H](NC(=O)OC(C)(C)C)c1nnc(SCC(=O)Nc2c(C)cccc2C)o1
  -1.2, -0.4, 1, -0.4, -1, -2.4, 3, 1, -1.3, 1.0, 2
CSc1nnc2ccc(-c3cccs3)nn12
  -1.2, 0.1, -18, 1.7, -399, -1.6, -38, -280, 0.6, 3.7, -3
CCN(CC)CCNc1nc(-c2ccccc2)c2c(c1C#N)CC(C)(C)OC2
  -1.2, 0.7, -30, 1.1, -74, -0.2, -84, -56, -1.0, 0.5, -2
Cc1ccc(NC(=O)C2CCCN(S(=O)(=O)c3ccc4[nH]c(=O)ccc4c3)C2)c(C)c1 (centres undefined)
  0.0, 0.7, -4, 1.8, -4, -1.2, -9, -3, -1.6, -1.1, 13
CN1C(=O)/C(=C2\SC(=S)N(C(CCC(=O)O)C(=O)O)C2=O)c2ccccc21 (centres undefined)
  -1.3, -0.2, 3, 0.9, 3, -0.6, -14, 0, -1.6, -1.3, 13
CC(C)(C)NC(=O)C1N(c2cccnc2)C(=O)C2C(C(=O)Nc3ccccc3F)C3(C)C=CC21O3 (centres undefined)
  -0.6, -0.1, -2, 0.1, 4, 0.4, -9, 3, -0.4, -2.4, 5
Cc1ccc(C(=O)N2CCCC(C(=O)c3cc(F)ccc3F)C2)s1 (centres undefined)
  -0.5, -0.3, -5, 1.9, -7, -4.9, -4, 0, -1.7, 0.4, 4
CCN(C[C@H]1N[C@@](CC)(C(=O)OC)[C@H]2C(=O)N(C)C(=O)[C@@H]12)S(=O)(=O)c1ccc(-c2ccccc2)cc1
  -1.2, -1.7, -1, -1.5, -1, -1.8, -4, 1, -1.6, 0.1, -4
O=C(OCc1nnc(-c2ccccc2)o1)c1cc2ccccc2cc1O
  0.5, 1.9, -2, 1.8, -50, 0.8, -7, -35, 3.4, 1.5, -2
CC1=NN(C(N)=S)C(=O)C1N=Nc1ccc(F)cc1 (centres undefined)
  0.2, 1.3, 3, 3.0, -2, 9.2, 5, -1, 3.6, 2.0, 1
O=C(CSc1nc2ccccc2c(=O)n1-c1ccccc1)N1CCN(CCO)CC1
  -1.4, -0.3, 4, 0.8, 3, -2.4, 4, 8, -0.5, -0.1, 6
COc1ccc(Cn2nnnc2C(c2cc3cccc(C)c3[nH]c2=O)N2CCN(C)CC2)cc1 (centres undefined)
  -0.9, 1.8, -14, 2.0, -28, -2.2, -59, -14, -1.3, 5.5, -4
COc1ccc(S(=O)(=O)N(C)C)cc1NC(=O)Cc1cccs1
  -1.4, 0.1, 1, 0.4, -124, -2.6, 5, 0, -1.1, 0.4, -4
CCN(CC)C(=O)C1CCCN(C(=O)c2cc(COc3ccc4ncccc4c3)on2)C1 (centres undefined)
  -1.4, -5.3, -3, -1.5, -4, -3.5, -10, 2, -3.9, -1.2, 9
COc1cc2c(cc1OC)C(c1ccc(-c3ccc(Cl)c(Cl)c3)o1)=NCC2
  -2.3, -3.3, 0, -2.6, -316, -6.3, -12, -123, -4.8, -6.9, 0
COC(=O)c1nn(C23CC4CC(CC(C4)C2)C3)c2c1C(=O)N(c1ccc(Br)cc1)C2=O
  -1.1, -0.2, -2, 1.3, 1, 2.1, 4, 1, -0.2, -0.1, -8
O=S(=O)(Nc1cccc(-c2nc3cccnc3s2)c1)c1ccc2c(c1)CCCC2
  -1.0, 0.5, 1, -0.3, -15, 1.9, -6, -13, 1.1, 0.7, -4
Cc1ccc(-n2[nH]c(C)c(/C=N/Nc3ccc([N+](=O)[O-])cc3[N+](=O)[O-])c2=O)cc1
  -0.4, 0.0, 2, 0.7, 0, 0.2, 5, 0, 0.7, 1.4, 12
CCn1c(=O)n(CC)c2cc(NS(=O)(=O)c3ccccc3)ccc21
  -1.2, -0.1, -2, 0.0, -4, -1.6, 0, 5, -0.1, 1.8, 6
COCCN1Cc2cccc(C(=O)NCC3CCN(CC(C)C)C3)c2C1=O (centres undefined)
  -1.8, 0.1, -1, -1.0, 2, 0.6, 4, -4, -1.4, 1.1, -1
CC(=O)Nc1ccc(S(=O)(=O)Nc2nnc(C)s2)cc1
  -1.6, -0.8, 0, 3.0, 8, 1.1, -11, 3, -1.9, 0.0, 8

Source: PubChem BioAssay (The Scripps Research Institute Molecular Screening Center)
